# Compound activity as filed in PubChem.
# SNCA expr inhib = SNCA gene expression inhibition; HEK-293 SNCA-luciferase knock-in, luminescence, 24 h; Potency, µM (highest dose often 57.2 µM), for inactives: top-dose activity change, negative = inhibition, actives largely listed as inhibitors; 0.17% of 140,000 active; AID 1671194;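 also: potency is read from the fitted curve at half-maximal effect; plate controls were DMSO cells for no effect and cell-free wells for full effect; nearly all actives have a fitted effect of over 45% in size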
# GPT2 inhibitor = blocks human glutamate pyruvate transaminase 2. Q8TD30. Recombinant GPT2, coupled pyruvate oxidase/HRP Amplex Red fluorescence. Potency, µM (titrated, usually from 57.7 µM), for the others: at the top dose activity change, negative = inhibition, usual class: inhibitors. 0.25% of 100,000 active. AID 1671188; also: potency is read from the fitted curve at half-maximal effect; nearly all actives have a fitted effect of over 60% in size; many of its hits are not listed in these tables
#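 Fluorescence of coupled pyruvate oxidase/HRP/Amplex Red system (50uM Amplex, 30 min, dark) reports pyruvate formed by GPT2. Enzyme reaction: 10ng/uL GPT2, 2mM L-alanine, 250uM a-KG, 30 min room temperature, pH 7.5; 50uM AOA control.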
# HEK293 viab = cell viability loss counter-screen; HEK-293-SNCA-luc viability, GF-AFC fluorescence, 24 h; Potency, µM (doses to about 57.1 µM), for the others: top-dose activity change, negative = cytotoxicity, most hits filed as cytotoxic; 0.12% of 150,000 active;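 also: potency is read from the fitted curve at half-maximal effect; 0% = DMSO-treated cells and -100% = medium-only wells without cells; nearly all actives have a fitted effect of over 30% in size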
#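 HEK-293-SNCA-luc cells (1500/well) plated 24 h, then exposed 24 h to a dilution series; GF-AFC added 30 min at 37C, fluorescence 405/540 nm; normalised to medium-only and DMSO wells, Hill fit.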
# HEK cytotox = cytotoxic compounds in HEK 293 cells | HEK 293 viability, ATP luminescence (CellTiter-Glo), 48-72 h | Potency, µM (titrated, usually from 115 µM), without a hit: at the highest dose activity change, negative = cytotoxicity, most hits filed as inhibitors | 6.6% of 94,000 active; also: potency is read from the fitted curve at half-maximal effect; nearly all actives have a fitted effect of over 60% in size
#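 ATP-coupled CellTiter-Glo luminescence served as viability read-out, recorded 10 min after reagent addition at room temperature. HEK 293 cells, 250 cells/well, had been incubated with pintool-transferred compound for 48 or 72 hr at 37 degree Celsius.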
# 3T3 cytotox = NIH 3T3 cell cytotoxicity | NIH 3T3 viability, CellTiter-Glo ATP luminescence, 48-72 h | Potency, µM (doses to about 96.7 µM), without a hit: at the highest dose activity change, negative = cytotoxicity, actives largely listed as inhibitors | 4.3% of 94,000 active | AID 1345082; also: potency is read from the fitted curve at half-maximal effect; nearly all actives have a fitted effect of over 55% in size
#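 Cytotoxicity was measured by CellTiter-Glo ATP luminescence after 48 or 72 h compound exposure at 37 °C. Mouse NIH 3T3 fibroblasts were seeded at 400 cells/well and dosed by 23 nL pin transfer.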
# FLuc inh = blocks purified firefly luciferase enzyme activity | 2.5% of 76,000 active | Potency, µM (highest dose often 115 µM), for inactives: at the highest dose activity change, negative = inhibition, hits mostly inhibitors | AID 1347043 | P08659 | purified P. pyralis luciferase, luminescence, biochemical; also: potency is read from the fitted curve at half-maximal effect; nearly all actives have a fitted effect of over 65% in size
# Target sequence (P08659 whole entry, looked up): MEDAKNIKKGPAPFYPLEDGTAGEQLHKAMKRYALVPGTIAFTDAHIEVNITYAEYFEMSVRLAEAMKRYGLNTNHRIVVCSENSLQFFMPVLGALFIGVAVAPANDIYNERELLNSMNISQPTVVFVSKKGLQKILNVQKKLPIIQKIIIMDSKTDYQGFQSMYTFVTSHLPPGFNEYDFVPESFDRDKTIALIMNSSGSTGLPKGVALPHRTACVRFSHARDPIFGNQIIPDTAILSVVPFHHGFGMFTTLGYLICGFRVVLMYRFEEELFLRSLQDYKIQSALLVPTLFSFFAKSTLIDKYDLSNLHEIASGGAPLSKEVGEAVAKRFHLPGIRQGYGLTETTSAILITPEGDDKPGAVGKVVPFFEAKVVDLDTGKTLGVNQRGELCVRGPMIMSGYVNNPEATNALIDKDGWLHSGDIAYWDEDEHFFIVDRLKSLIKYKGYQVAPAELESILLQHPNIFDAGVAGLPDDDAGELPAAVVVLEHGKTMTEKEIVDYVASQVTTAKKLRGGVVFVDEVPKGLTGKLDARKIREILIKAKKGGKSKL
#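 Purified P. pyralis luciferase (10nM final) in 50mM Tris acetate pH 7.5, 10mM Mg acetate, 0.01% Tween-20, 0.05% BSA with 10uM D-luciferin and 10uM ATP. Compounds titrated qHTS. Luminescence imaged on CCD.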
# IP6K1 inhibitor = inhibitors of human IP6K1; 0.81% of 140,000 active; IP6K1 kinase, ADP-Glo luminescence, 2 h; active compounds read low; activity change, % (series mostly up to about 58 µM); AID 1645851; Q92551; in the data active = activity change below about -25%
# Target sequence (Q92551 whole entry, looked up): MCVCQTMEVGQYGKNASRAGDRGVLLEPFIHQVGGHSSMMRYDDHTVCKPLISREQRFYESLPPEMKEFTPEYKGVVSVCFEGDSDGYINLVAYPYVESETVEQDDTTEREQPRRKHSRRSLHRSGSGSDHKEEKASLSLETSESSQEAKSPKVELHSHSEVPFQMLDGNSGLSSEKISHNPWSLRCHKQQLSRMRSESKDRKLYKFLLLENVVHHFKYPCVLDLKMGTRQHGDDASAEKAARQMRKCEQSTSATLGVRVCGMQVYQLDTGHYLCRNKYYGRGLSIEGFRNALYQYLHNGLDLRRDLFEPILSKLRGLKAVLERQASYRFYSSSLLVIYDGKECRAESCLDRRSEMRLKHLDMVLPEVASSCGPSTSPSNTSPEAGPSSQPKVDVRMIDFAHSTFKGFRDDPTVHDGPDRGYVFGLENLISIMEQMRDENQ
#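 ADP-Glo luminescence measures ADP made by human IP6K1 during a 2 h RT reaction with ATP/IP6 (mix at 1.3 mM/130 uM); top library doses 57.5 and 19.1 uM final.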
# * = called active by the depositor; i = inactive; ? = inconclusive; . = not tested or not shown; & = joins results of further samples; [ ] = dose if it differs, or a comment. Unless noted, calls follow the shape of the dose curve; as a rule, active = well fitted curve in the direction sought with a large enough effect; inconclusive = small, poorly fitted or top-dose-only effect, or another doubt; inactive = no such curve, though single readings can be large; an effect the other way counts as inactive or inconclusive. Unless noted, % is scaled to controls: 0 for no effect and ±100 for the full control effect. Only part of the results is shown, so the mix of outcomes need not match the whole.
1. O=C(O)CCCC(=O)N1Cc2ccccc2CC2(CCCN(CCc3ccccc3)C2)C1 (stereo not given)
2. COc1ccccc1Cn1c(=O)c(C(=O)N2CCC(Cc3ccccc3)CC2)nc2cccnc21
3. CC(=O)Nc1ccc(S(=O)(=O)NC[C@@H]2C=C(C)[C@H](CC(=O)NCCN(C)C)C[C@H]2C(C)C)cc1
4. COc1ccc(CN2Cc3[nH]cnc3C[C@H]2c2nc(-c3cnccn3)no2)cc1
5. CCn1ccnc1CN1CCCC1C(=O)Nc1ccc(-c2cccc(F)c2)cc1 (stereo not given)
6. c1coc(-c2ccnc3nc(C4CCC4)nn23)c1

compound no.	1	2	3	4	5	6
GPT2 inhibitor	i	-3%	5%	-1%[88.5 µM]	-17%	i
FLuc inh	.	.	-1%	2%[172 µM]	-10%	-9%
3T3 cytotox	?	?	1%	5%[174 µM]	?	-9%
HEK cytotox	-8%	?	-7%	-18%[172 µM]	35µM*	2%
HEK293 viab	-1%	-5%	2%	-12%[87.6 µM]	2%	9%
IP6K1 inhibitor	8	5	2	-3	-5	11
SNCA expr inhib	-3%	10%	4%	15%[87.6 µM]	68%[activator]	29%

7. Cc1ccc2c(c1)c1c(c(=O)n(-c3ccccc3C)c(=O)n1Cc1ccccc1F)n2C
8. COc1ccc(C(=O)NC2CCCN(c3ccc4nnc(C5CC5)n4n3)C2)cc1 (stereo not given)
9. Cc1noc(C)c1CC(=O)NCC1CCN(c2cc(-c3ccc(F)cc3)[nH]n2)CC1
10. COc1ccc(-c2nsc(NC(=O)c3oc4ccc(Cl)cc4c3C)n2)cc1
11. COCCNS(=O)(=O)c1cc(C(=O)O)cc(-c2ccc(OC)c(F)c2)c1
12. CCOc1cc(C(=O)N2CCN(c3cc(-c4ccc(F)cc4)[nH]n3)CC2)cc(OCC)c1OCC

compound no.	7	8	9	10	11	12
GPT2 inhibitor	.	.	-10%	.	-18%	i
FLuc inh	.	.	-11%	.	4%	0%
3T3 cytotox	.	-18%	?	.	-10%	?
HEK cytotox	.	-26%	?	.	-8%	?
HEK293 viab	-1%	.	6%	5%	15%	-5%
IP6K1 inhibitor	16	5	11	-3	16	21
SNCA expr inhib	-9%	.	8%	29%	10%	-21%

13. CCCn1ccc2sc(C)c(C(=O)NCc3ccc(F)cc3)c2c1=O
14. O=C(NCc1ccc(F)cc1)c1ccc2nc(-c3ccnc(Cl)c3)oc2c1
15. CCCCNC(=O)C1CCCN(S(=O)(=O)CCC)C1 (stereo not given)
16. CCOc1ccc(NC(=O)Cc2ccc(-n3c(C)nc4cccnc43)cc2)cc1
17. O=C(Cc1ccccc1)Nc1ccc([C@@H](O)[C@H]2COCC(=O)N2CC2CC2)cc1
18. CN1c2ccccc2C(=O)N2CCc3c([nH]c4ccccc34)C21 (stereo not given)

compound no.	13	14	15	16	17	18
GPT2 inhibitor	i	i	.	.	-24%[88.5 µM]	4%
FLuc inh	-11%	.	.	.	-1%[172 µM]	.
3T3 cytotox	-19%	-13%[138 µM]	.	.	-19%[138 µM]	.
HEK cytotox	-29%	-22%[172 µM]	.	.	-20%[172 µM]	.
HEK293 viab	-1%	8%[87.6 µM]	17%	24%	14%[87.6 µM]	-14%&-2%
IP6K1 inhibitor	-2	14	9	11	13	-5
SNCA expr inhib	-6%	-16%[87.6 µM]	13%	22%	9%[87.6 µM]	25%

19. O=S(=O)(c1ccccc1)c1cnc2c(N3CCNCC3)cccc2c1
20. COc1ccc(N2CC3CCC(C2)N3Cc2cccc(-c3ccc(F)cc3F)c2)cc1
21. CN1C(=O)CCC2(CNC(=O)c3ccsc3)CCC=C12 (stereo not given)
22. COCCn1c(=O)c(C(=O)NCc2ccc(F)c(F)c2)nc2cccnc21
23. CCOc1cccc(CNCCCSc2nnnn2C)c1
24. CO[C@H]1C(=O)N(C2CCN(C(=O)COc3ccccc3)CC2)[C@H]1c1ccncc1

compound no.	19	20	21	22	23	24
GPT2 inhibitor	-17%	-20%	-1%	-5%	.	-3%
FLuc inh	.	.	6%	.	.	.
3T3 cytotox	.	-18%	-11%	-29%	.	-18%
HEK cytotox	.	?	2%	-11%	.	-3%
HEK293 viab	-9%	9%	-6%	4%	-3%	-10%
IP6K1 inhibitor	-3	6	-3	15	22	11
SNCA expr inhib	.	97%[activator]	7%	-2%	-5%	31%[activator]

25. O=C(O)C1CCc2nnc(C3CCCN([S+](=O)([O-])c4cccc(C(F)(F)F)c4)C3)n21 (stereo not given)
26. O=C(c1ccccc1Cl)N1CCC(c2nn(-c3ccccc3)c(=O)[nH]2)CC1
27. Cc1cccc(C(=O)Nc2ccccc2SCc2cc(=O)c3cccc(C)c3[nH]2)c1
28. COc1cccc(C(=O)Nc2ccc(Cl)c(-c3nc4ccccc4[nH]3)c2)c1
29. COc1ccc(-c2noc([C@@H](C)NCC3CCCC3)c2C(=O)O)cc1
30. COc1ccc(CC(=O)NC2CCc3nnc(C)n3CC2)cc1Cl (stereo not given)

compound no.	25	26	27	28	29	30
GPT2 inhibitor	-2%	-21%	.	.	1%[88.5 µM]	i
FLuc inh	.	2%	.	.	2%[172 µM]	-4%
3T3 cytotox	-8%	?	.	.	1%[138 µM]	0%
HEK cytotox	0%	?	.	.	?	i
HEK293 viab	0%	-1%	?	?	9%[87.6 µM]	-7%
IP6K1 inhibitor	19	1	0	28	-3	-4
SNCA expr inhib	-10%	-5%	1%	-17%	20%[87.6 µM]	0%

31. Cc1nc(CCC(=O)N2CCc3c(nc(-c4ccccc4)[nH]c3=O)C2)n[nH]1
32. COc1ccc(CN2CCC([C@@H]3CNC[C@H]3CO)CC2)cc1Cn1ccnc1
33. Cc1ccc(C(=O)N2CCCN(S(C)(=O)=O)c3ccccc32)c(C)c1
34. C[C@@H](c1ccc2nccn2c1)n1nnc2ncc(-c3cnn(C)c3)nc21
35. C#CCNC(=O)c1onc(-c2ccc(OC)cc2)c1[C@H](C)O
36. O=C(c1nc2cccnc2n(Cc2ccccc2)c1=O)N1CCN([S+](=O)([O-])c2cccs2)CC1

compound no.	31	32	33	34	35	36
GPT2 inhibitor	1%	i	i	3%	-11%[88.5 µM]	i
FLuc inh	-15%	-2%	-10%	.	-9%[172 µM]	.
3T3 cytotox	-15%	-1%	-18%	.	-12%[138 µM]	-26%
HEK cytotox	i	-30%	-13%	.	-9%[172 µM]	?
HEK293 viab	-9%	-15%[12.5 µM]	1%	7%	-1%[87.6 µM]	-6%[12.5 µM]
IP6K1 inhibitor	-6	11	-2	-16	-11	8
SNCA expr inhib	10%	32%	9%	.	26%[87.6 µM]	6%

37. COc1cccc(NC(=O)C(CCSC)NC(=O)C2CCC(C)CC2)c1 (stereo not given)
38. COc1ccc(S(=O)(=O)N[C@H]2C[C@@H](c3nc(-c4ccc5c(c4)OCO5)no3)N(C)C2)cc1
39. Cn1cnc(S(=O)(=O)N2CCCC(C(=O)Nc3ccc(F)cc3Cl)C2)c1 (stereo not given)
40. COc1ccccc1NC(=O)CN1C(=O)C2(SCC(=O)N2c2ccc(C)c(C)c2)c2ccccc21 (stereo not given)
41. Cc1cccc(NC(=O)CCS(=O)(=O)c2cc(Br)cc3c2N(C(=O)C2CC2)CC3)c1C
42. O=C(NCCc1ccccn1)C1CCCN(c2nc(-c3ccccc3)nc3c2CCC3)C1 (stereo not given)

compound no.	37	38	39	40	41	42
GPT2 inhibitor	.	-6%	.	.	.	3%
FLuc inh	.	10%	.	.	.	-2%
3T3 cytotox	.	?	.	.	.	?
HEK cytotox	.	?	.	.	.	?
HEK293 viab	-13%	-28%	0%	?	4%	?
IP6K1 inhibitor	-2	1	6	5	-2	5
SNCA expr inhib	-3%	6%	-5%	?	0%	-8%

43. COCCN1CCCC[C@]2(C[C@H](C(=O)O)[C@H](c3ccco3)N2C(=O)Cc2ccccc2)C1=O
44. Cc1cccn2c(=O)cc(CSc3nnc(NC(=O)C(C)C)s3)nc12
45. Cc1cccc(C(=O)Nc2ccc(N3CCC(N4CCCCC4)CC3)c(C(=O)O)c2)c1
46. CC(C)N1CCN(C(=O)c2cc3c(n2C)CCN(Cc2ccc(F)cc2)C3)CC1
47. O=C(Nc1cccc(Cl)c1)c1ccc2nc(-c3cccnc3)oc2c1
48. CC1=C[C@@H](CN2CCC(O)CC2)[C@H](C(C)C)C[C@H]1Cc1nnc(C(C)(C)C)o1

compound no.	43	44	45	46	47	48
GPT2 inhibitor	.	.	.	i	0%	i
FLuc inh	.	.	.	-11%	.	0%[172 µM]
3T3 cytotox	?	.	.	-12%	-22%	?
HEK cytotox	?	.	.	?	-30%	?
HEK293 viab	.	27%	-4%	-26%	-13%	-6%[87.6 µM]
IP6K1 inhibitor	-9	-11	16	-8	-10	-1
SNCA expr inhib	.	-5%	-16%	-28%	5%	-23%[87.6 µM]

# Next section; it opens with the 3 that closed the last part.
46. CC(C)N1CCN(C(=O)c2cc3c(n2C)CCN(Cc2ccc(F)cc2)C3)CC1
47. O=C(Nc1cccc(Cl)c1)c1ccc2nc(-c3cccnc3)oc2c1
48. CC1=C[C@@H](CN2CCC(O)CC2)[C@H](C(C)C)C[C@H]1Cc1nnc(C(C)(C)C)o1
49. O=C(c1cccnc1)N1CCC2(COc3ncccc3[S+](=O)([O-])N2)C1 (stereo not given)
50. CCCCNC(=O)CC1N=C2c3ccccc3N=C(SCC(=O)NCc3ccccc3Cl)N2C1=O (stereo not given)
51. COCCCNC(=O)c1ccc2c(c1)N(Cc1ccccc1)C(=O)c1ccccc1S2
52. Cc1ccc(NC(=O)c2ccc3c(O)c(S(=O)(=O)c4ccc(Cl)cc4)c(=O)[nH]c3c2)cc1
53. Cc1ccc(Cl)cc1N1CCN(C2(c3ccccc3)C(=O)c3ccccc3C2=O)CC1
54. OCC1(Cc2ccccc2)CCN(Cc2ccccc2-c2ccco2)CC1
55. COCC(=O)N[C@H]1CCN2C(=O)N(c3ccc(C)cc3)C(=O)[C@@H]2C1
56. C[S+](=O)([O-])N1CC2(Cc3ccccc31)CN(C(=O)c1ccc(C(F)(F)F)cc1)C2
57. COCCNC(=O)[C@@H]1C[C@H](Oc2ccccc2)CN1C(=O)COc1ccccc1

compound no.	46	47	48	49	50	51	52	53	54	55	56	57
GPT2 inhibitor	i	0%	i	-3%	.	.	.	.	-5%	-20%[88.5 µM]	-11%	4%
FLuc inh	-11%	.	0%[172 µM]	.	.	.	.	.	1%	-1%[172 µM]	-6%	4%
3T3 cytotox	-12%	-22%	?	i	.	.	.	.	?	-13%[138 µM]	?	-5%
HEK cytotox	?	-30%	?	i	.	.	.	.	?	-3%[172 µM]	?	2%
HEK293 viab	-26%	-13%	-6%[87.6 µM]	2%	-14%	-15%	8%	5%	-5%	5%[87.6 µM]	-4%	-8%
IP6K1 inhibitor	-8	-10	-1	-3	0	-14	2	25	4	14	-9	30
SNCA expr inhib	-28%	5%	-23%[87.6 µM]	?	-3%	-20%	-13%	?	21%	52%[activator][87.6 µM]	-3%	?
